Bioassay records as filed in PubChem.
ERK EGF block – blocks ERK signaling stimulated by EGF. HEK293-V1b, EGF-stimulated phospho-ERK AlphaScreen. Potency, µM (top dose mostly 11.5 µM), without a hit: at the top dose activity change, negative = inhibition, actives largely listed as inhibitors. 130,000 tested, 0.41% active. AID 1454; active means well fitted inhibition curve with a large enough effect; inconclusive means small, poorly fitted or top-dose-only effect, or effect the other way;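 further: plate controls were stimulated vehicle wells for no effect and unstimulated vehicle basal for full effect; nearly all actives have a fitted effect of over 55% in size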
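Cell line HEK293 (stable V1b), low serum overnight. Pretreatment: compound 30 min, 37C. EGF 25 nM, 5 min. Detection: SureFire AlphaScreen, 5 h RT. AC50 via standard Hill equation.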
The depositor's hits bear a star; ? = inconclusive; [ ] = another dose, or the depositor's remark. Potency means the concentration at half of the fitted maximal effect. Some of the compounds tested; rates above refer to the full screens.

ERK EGF block	Molecule
-3%[57.5 µM]	CCN1C(=O)C(O)(CC(=O)c2c(C)coc2C)c2ccccc21 (stereo not given)
-7%	CCC(=O)NC(=S)Nc1ccc(NC(=O)c2ccco2)cc1
-30%[57.5 µM]	Clc1ccccc1C1=Nn2c(nnc2-c2ccco2)SC1
8%	CCN(CC)c1c2c(c(C#N)c3nc4ccccc4n13)CCC2
-3%	COc1cc(NC(=S)Nc2ccccn2)c(OC)cc1Cl
-6%	COc1ccc(C(=O)NC(C(=O)NCc2ccccc2OC)C(C)C)cc1 (stereo not given)
5%	CCOC(=O)Cc1csc(NC(=O)c2ccc(C)cc2)n1
-13%	Cc1ccc(C2CC2c2n[nH]c(=S)n2-c2cccc(Cl)c2)cc1 (stereo not given)
1%[57.5 µM]	CCC/C(O)=C1\C(=O)CC(C)(C)CC1=NCc1ccccc1
-7%	COC(=O)c1cc(C)sc1NC(=O)C1CC(=O)NN1Cc1ccccc1 (stereo not given)
-1%	COCc1ccc([C@@H]2C[C@H]3CN(Cc4cccc(Cl)c4)C(=O)[C@]34CCCN24)o1
4%	O=C1CSC(=S)N1N=C1CCCCCC1
3%	COC(=O)C1CC(Cl)CN1c1ncc(C(F)(F)F)cc1Cl (stereo not given)
0%[57.5 µM]	CCOC(=O)/C(C#N)=C/N1CCOCC1
-4%[57.5 µM]	O=C(O)c1ccc(-c2ccc(O)c(F)c2)cc1
7%	Cc1c(C(=O)O)cccc1-n1c(C)cc(/C=C(/C#N)C(=O)NCc2ccccc2)c1C
-2%	CCNc1c([N+](=O)[O-])c(=O)oc2ccccc12
-11%[57.5 µM]	COc1cc(/C=C(\NC(C)=O)C(=O)O)cc(OC)c1OC
1%	COCCN1C(=O)CS/C1=C(/C#N)C(=O)NCc1ccco1
-4%	CCCCn1c(=N)n(CC(=O)O)c2ccccc21
3%	CCN(CC)S(=O)(=O)c1ccc(C(=O)NCC(c2ccc(OC)cc2)N2CCOCC2)cc1 (stereo not given)
5%[57.5 µM]	Cn1nc(-c2ccc(Cl)cc2)cc1NC(=O)CSCC(=O)O
-14%	Cn1c(=O)c(S(=O)(=O)C(C)(C)C)c(O)c2ccccc21
-4%	Cc1cccc(OC(=O)c2ccncc2)c1C
-10%[57.5 µM]	NC(=S)NNC(=O)COc1ccccc1O

Single entries from above:
CCNc1c([N+](=O)[O-])c(=O)oc2ccccc12 in ERK EGF block → -2%
COC(=O)c1cc(C)sc1NC(=O)C1CC(=O)NN1Cc1ccccc1 (stereo not given) in ERK EGF block → -7%
COc1cc(NC(=S)Nc2ccccn2)c(OC)cc1Cl in ERK EGF block → -3%

More compounds
ERK EGF block	Molecule
-11%	CCN1CCN(c2cc(C)c3cc(NC(=S)N4CCCC4)ccc3n2)CC1
6%[57.5 µM]	O=C(NCc1ccc2c(c1)CCO2)Nc1ccccc1
0%	CCOc1ncccc1C(=O)OCc1ccccc1
0%	CC1(C)CC(NC(=O)C(Cl)(Cl)Cl)CC(C)(C)N1
-3%	N/C(=N\O)c1ccccc1N1CCCCC1
-16%[57.5 µM]	O=C(C1=C[C@H](c2ccc(Br)cc2)C[C@H](OCCCCO)O1)N1CCN(Cc2ccccc2)CC1
6%	CCc1cccc(C)c1NC(=O)COC(=O)C(NS(=O)(=O)c1ccc(Cl)cc1)C(C)O (stereo not given)
2%	Cc1ccc(-c2cccc(CN3CCN(C4CCN(C(C)C)CC4)C(CCO)C3)c2)o1 (stereo not given)
-16%	CC(C)CNC(=O)c1ccc(C2SCC(=O)N2Cc2ccccc2)cc1 (stereo not given)
-5%	O=S(=O)(Nc1ccc(Cl)cn1)c1ccc(Cl)cc1
-12%	COc1cc(CNC2CCCC2)c(Br)cc1OCc1ccccc1
4%	COC(=O)c1c(-c2ccc(C)cc2)csc1NC(=O)C1CC=CCC1C(=O)O (stereo not given)
7%	Cn1c(/C=C/N(Cc2ccccc2)c2ccccc2)c([N+](=O)[O-])c(=O)n(C)c1=O
-12%[57.5 µM]	O=S(=O)(Nc1ccc(Cl)cn1)c1cnc(Cl)c(Br)c1
4%[57.5 µM]	CN(C)S(=O)(=O)c1cccc(-c2nn(-c3ccccc3)cc2/C=C2\SC(=S)N(CC(=O)O)C2=O)c1
8%	NC(=O)c1ccc(NC(=O)CSc2nnc(-c3ccccn3)n2N)cc1
2%	O=C(NCCc1nnc2ccc(NCc3ccc(Cl)cc3)nn12)c1ccccc1
2%	CSc1ccc(C(=O)C2CCCN(S(=O)(=O)N(C)C)C2)cc1 (stereo not given)
10%	CC(C)(C)C1CCC(=NNC(=O)c2cc3c(s2)CCCC3)CC1 (stereo not given)
-1%	Cc1cccc(C(=O)O/N=C/c2ccc(Br)cc2)c1
1%	Cc1ccc(S(=O)(=O)N2CC(O)CC2C(=O)NCc2ccc3c(c2)OCO3)cc1 (stereo not given)
15%	CC(C)C(c1nnnn1C(C)(C)C)N1CCN(Cc2cccnc2)CC1 (stereo not given)
5%	CC(=O)C1=C(C)NC(SCc2ccc(C#N)cc2)=C(C#N)C1c1ccco1 (stereo not given)
-8%[57.5 µM]	Cc1[nH]c(=S)c(C#N)c(C)c1Cc1ccc(Cl)cc1Cl
-2%[57.5 µM]	O=C(N/N=C/c1cc(Cl)cc(Cl)c1O)c1ccncc1

Given bar-delimited: two of the compounds above.
Structure | ERK EGF block
Cc1cccc(C(=O)O/N=C/c2ccc(Br)cc2)c1 | -1%
Cc1ccc(S(=O)(=O)N2CC(O)CC2C(=O)NCc2ccc3c(c2)OCO3)cc1 (stereo not given) | 1%

Arranged by the number under ERK EGF block (descending): 3 of the compounds above
ERK EGF block	Molecule
4%	COC(=O)c1c(-c2ccc(C)cc2)csc1NC(=O)C1CC=CCC1C(=O)O (stereo not given)
-1%	Cc1cccc(C(=O)O/N=C/c2ccc(Br)cc2)c1
-11%	CCN1CCN(c2cc(C)c3cc(NC(=S)N4CCCC4)ccc3n2)CC1

Next section
ERK EGF block	Molecule
1%	Cc1ccc2oc(=O)c(/C=C(\O)CC(C)C)nc2c1
2%	Cc1c(Cl)cccc1NC(=O)C(=O)NNC(=O)c1ccccc1F
0%[25.7 µM]	C=CCSC[C@@H]1Nc2cc(Cl)c(S(N)(=O)=O)cc2S(=O)(=O)N1
1%	Cc1ccc(-c2n[nH]c(=S)n2/N=C/c2ccncc2)cc1
-5%	CC(C)(C)c1ccc(/C=C2\SC(=O)N=C2N)cc1
-1%	COc1ccc(C(=O)NCC(=O)OCc2csc(-c3ccccc3)n2)cc1
11%	O=Cc1ccc(B(O)O)cc1
?	CCN(CC)C(=O)c1c[nH]c2ccc(S(=O)(=O)Nc3cc(C)cc(C)c3)cc2c1=O
-2%	CC(C)C(c1nnnn1Cc1ccc(F)cc1)N1CCN(C2CCCC2)CC1 (stereo not given)
36%	Cc1c(Cl)cccc1NC(=O)Cn1c(-c2ccc(F)cc2)noc1=O
?	Cc1ccc(-c2nnc(N3CCCCC3)c3ccccc23)cc1
-6%	CCCN(CC(=O)Nc1cc(C)on1)S(=O)(=O)c1cccc(C(F)(F)F)c1
11%	CC1=Nc2ccccc2NC(=O)C1Sc1nnc(C)s1 (stereo not given)
-3%	Cc1ccc(NC(=O)c2ccc(NCc3ccco3)c([N+](=O)[O-])c2)cc1Cl
-8%[57.5 µM]	COc1ccc(Cc2noc(CN(C)CCc3ccccc3)n2)cc1OC
3%	COc1ccc(-c2csc3ncn(-c4ccccc4)c(=O)c23)cc1OC
8%	O=C(NC1CCCC1)C(=O)N(Cc1cccnc1)C(C(=O)NCc1ccco1)c1ccccc1F (stereo not given)
-3%	CNc1nc(SC)nc(N(C)C#N)n1
18%	CCS(=O)(=O)Nc1ccc(-c2ccc(NS(=O)(=O)CC)c(OC)c2)cc1OC
-4%[57.5 µM]	CC[C@H](C)C(=O)O[C@H]1C[C@@H](C)C=C2C=C[C@H](C)[C@H](CC[C@@H]3C[C@@H](O)CC(=O)O3)[C@H]21
-4%	COCCNC(=S)N(Cc1cccs1)Cc1cc2cccc(C)c2[nH]c1=O
-1%[57.5 µM]	CC[C@H](C)[C@@H](C(=O)N1CCNCC1)n1cc([C@@H](N)Cc2ccc(O)cc2)nn1
34%[57.5 µM]	CC(C)N(Cc1ccccc1)C(=O)c1ccc2nsnc2c1
-8%	C=CCN=Cc1c(C)[nH]n(-c2ccccc2)c1=O
7%	COc1cc(NC(=O)c2ccc3c(c2)OCO3)c2ncccc2c1

Copied from the results shown, 4 compounds:
ERK EGF block	Molecule
?	CCN(CC)C(=O)c1c[nH]c2ccc(S(=O)(=O)Nc3cc(C)cc(C)c3)cc2c1=O
-2%	CC(C)C(c1nnnn1Cc1ccc(F)cc1)N1CCN(C2CCCC2)CC1 (stereo not given)
36%	Cc1c(Cl)cccc1NC(=O)Cn1c(-c2ccc(F)cc2)noc1=O
?	Cc1ccc(-c2nnc(N3CCCCC3)c3ccccc23)cc1

Remaining list, next part
ERK EGF block	Molecule
1%	O=C(OC(c1ccccc1)c1nccc2ccccc12)c1cccc([N+](=O)[O-])c1 (stereo not given)
2%	N=C1C(=O)OCC1c1cc(Cl)ccc1NC(=O)Nc1ccccc1 (stereo not given)
10%	COc1ccc(NS(=O)(=O)c2cc(NC(=O)/C=C/c3cc(OC)c(OC)c(OC)c3)ccc2N2CCCCC2)cc1
-6%	Cc1ccc(C(=O)c2ccccc2C(=O)O)cc1C
19%	CCNc1ccc(C(=O)OCC(=O)NC(=O)NCC(C)C)cc1[N+](=O)[O-]
2%	CCNc1nc(NCc2ccccc2)nc(SCC(=O)Nc2ccccc2)n1
-2%	O=C(CSc1nnc(-c2ccncc2)n1CC1CCCO1)Nc1nccs1 (stereo not given)
1%	CCc1cccc(CC)c1NC(=S)NC(C)c1ccccc1 (stereo not given)
-1%	COc1ccc(C2=C(SC)CC2=NC(C)(C)C)cc1
2%	CC1CN(C(=O)c2ccc(N3CCCCC3)c([N+](=O)[O-])c2)CC(C)O1 (stereo not given)
-5%	CCN(CC)C(=O)c1sc(NC(=O)C(C)C)c(C#N)c1C
-7%[57.5 µM]	CC(C)c1ccc2[nH]c3c(c2c1)CCC/C3=N\NC(=O)c1ccncc1
3%	Cc1ccc(-n2nnnc2SC(C)C(=O)NCC(=O)Nc2ccc(F)c(F)c2F)c(C)c1 (stereo not given)
-10%	O=C(N/N=C/c1ccc(Cl)cc1Cl)C(=O)NC1CC1
-10%	Cc1cccc2cc(-c3ccccc3)c(-c3ccccc3)c[n+]12
-3%	O=C(COC(=O)CNC(=O)c1ccc(Cl)cc1Cl)Nc1ccc(N2CCOCC2)cc1
1%[57.5 µM]	COc1ccc(NC(=O)c2ccc(S(=O)(=O)N3CCCCCC3)cc2)c(OC)c1
-3%[57.5 µM]	O=C(Nc1cccc2ccccc12)c1cc2c(cc1Br)OCO2
13%[57.5 µM]	COC(=O)c1ccc(C2c3c(oc4ccc(Cl)cc4c3=O)C(=O)N2CCN2CCOCC2)cc1 (stereo not given)
-5%	C#CCOCCOCCOCCNc1nc(N2CCN(C(=O)Cn3cc(CCCCN)nn3)CC2)nc(N2CCN(C(=O)Cn3cc(CCCCN)nn3)CC2)n1
4%	CCOC(=O)c1c(/N=C/C2=C(O)CC(C)(C)CC2=O)sc(C)c1C
-16%[57.5 µM]	Oc1c(Cl)cc(Cl)c(Cl)c1Cc1c(O)c(Cl)cc(Cl)c1Cl
-10%[57.5 µM]	COc1ccc(S(=O)(=O)N(C)c2ccc(C(=O)N3CCCCC3)cc2)cc1OC
-2%	O=C(CCSCc1cccc(Cl)c1)NCCC1=CCCCC1
-5%	O=C1CC2C(=O)NCCN2C(=NC(=O)c2ccc(Cl)cc2)N1 (stereo not given)
2%[25.7 µM]	CN(C)CC/C=C1\c2ccccc2CSc2ccccc21
3%	COc1cccc(C(=O)N/N=C/c2ccc(Oc3ccc([N+](=O)[O-])cn3)c(OC)c2)c1
-4%	Cc1cccc(/C=N/NC(=O)c2cc(-c3cccnc3)nc3c2c(C)nn3-c2ccccc2)c1
1%	CCOC(=O)c1c(N)sc(N)c1C(=O)OCC
1%	Brc1ccccc1/C=N/Nc1ccc2ccccc2n1
-10%[57.5 µM]	CC(C)(C)NC(=O)COC(=O)c1ccccc1Oc1ccccc1
4%	COc1ccc(NS(=O)(=O)c2ccc(N3CCOCC3)c(NC(=O)c3ccc(F)cc3)c2)cc1
-2%	Cc1ccccc1NCC(=O)N/N=C\c1ccc2c(c1)OCO2
27%[57.5 µM]	NS(=O)(=O)c1ccc(Cl)cc1[N+](=O)[O-]
2%	CCc1ccc(NC(=O)CCCN2C(=S)NC(C)(C)CC2C)cc1 (stereo not given)
-19%[57.5 µM]	NC(=O)C1=C[C@H](c2ccccc2)C[C@H](OCc2ccc(CO)cc2)O1
-5%	Cn1c(CNC(=O)c2ccco2)nnc1SCC(=O)Nc1ccc(Br)cc1F
-3%	COc1ccc(N2CCN(S(=O)(=O)c3ccc(C(=O)NCc4ccco4)cc3)CC2)cc1
-5%	COc1ccc(C2OCC3(CO2)SC(=O)NC3=O)cc1OC (stereo not given)
4%[57.5 µM]	N=c1n(CCN2CCCCC2)c2ccccc2n1CC(=O)c1cccs1
-2%	CCOC(=O)N1CCN(c2ncc(C(F)(F)F)cc2Cl)CC1
16%[57.5 µM]	Nc1ccc2c(c1Cl)C(=O)c1ccc(N)c(Cl)c1C2=O
-13%[57.5 µM]	Cc1ccc(CSc2nnc(CCNC(=O)OC(C)(C)C)o2)cc1
3%	CCCCSc1nnc(-c2ccc(NC(=O)CCc3ccccc3)cc2)n1C
3%	CNC(=S)N1N=C(c2ccccc2)CC1c1ccc(OC)c(OC)c1 (stereo not given)
-6%	CCc1n[n+](CC(=O)c2ccccc2)c(N)s1
-5%	CC(C)Cc1nc2sc3c(=O)[nH]cnc3c2c2c1CCCC2
